Bioassay records: PubChem BioAssay, University of Kansas High Throughput Screening Laboratory
Pf apPOL inh = Pf-apPOL inhibitors, biochemical, fluorescence; Plasmodium falciparum apicoplast DNA polymerase (apPOL); Recombinant Pf-apPOL, molecular beacon fluorescence, 1.5 h; inhibition, % at 10 µM; 210,000 compounds, 0.25% hits; AID 1794808, 2022
mHTT CaM bind = mutant huntingtin-calmodulin interaction inhibitors – biochemical, AlphaScreen, primary screen; AlphaScreen His-mHTT/GST-CaM binding, luminescence; inhibition, % at 15 µM; 190,000 compounds, 3.6% hits;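 also: 0% = both proteins with DMSO and 100% = one protein alone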
* marks the source's active call; other numbers are inactive results; . = no result given; & = joins results of further samples. Rule as the data show it: active = inhibition above about 50%; inactive = the rest. Only part of the results is shown; count on the stated rates, not on these rows.

Molecule | Pf apPOL inh | mHTT CaM bind
COc1ccc(C(=O)Nc2cccn3nc(C(C)C)nc23)cc1 | 1 | -9
COC(=O)C1CN(Cc2ccc(OC)cc2)CCS(=O)(=O)N1Cc1ccc(C(F)(F)F)cc1 (configuration not stated) | -4 | 46
Cc1cc(C=O)c(C)n1-c1ccc(N2CCOCC2)c([N+](=O)[O-])c1 | 0 | 8
Cc1ccccc1C(=O)Nc1ccc2c(c1)Cc1ccccc1-2 | 7 | 3
Cc1ccc(NC(=O)c2cc3c(=O)oc4ccccc4c3s2)cc1C | 1 | -1
CCN(CC)CCNc1c([N+](=O)[O-])c(=O)n(C)c2ccccc12 | -7 | 0
CC(=O)c1cccc(Nc2nc(-c3ccc(Cl)cc3Cl)nc3ccccc23)c1 | 0 | 2
COc1ccc(NC(=O)C2CCN(c3cncnc3N(C)C)CC2)c(OC)c1 | -9 | 0
CCn1c(SCC(=O)NN2CC(=O)N(c3ccc(F)cc3)CC2=O)nnc1-c1cccs1 | -3 | .
O=C(CN1CCN(S(=O)(=O)c2ccc(F)cc2)CC1)c1ccc2c(c1)OCO2 | -7 | -3
COc1ccc(C(=O)Nc2c3c(nn2C(C)(C)C)CS(=O)(=O)C3)cc1 | -2 | -8
O=C(NC1CCCCC1)C1(S(=O)(=O)c2ccc(Cl)cc2)CC1 | -7 | -10
Cc1ccc(N2NC(=O)/C(=C\c3ccc(N(C)C)c(Br)c3)C2=O)cc1Cl | -2 | 11
CC(=O)c1ccccc1OCC(=O)c1ccc(C)cc1 | 5 | -3
Cc1cccc(CN2CCCN(c3cccc(NC(=O)C4CCC4)c3)C2=O)c1 | 0 | 1

Reprinted at random: 2 entries already listed.
Molecule | Pf apPOL inh | mHTT CaM bind
O=C(CN1CCN(S(=O)(=O)c2ccc(F)cc2)CC1)c1ccc2c(c1)OCO2 | -7 | -3
CCn1c(SCC(=O)NN2CC(=O)N(c3ccc(F)cc3)CC2=O)nnc1-c1cccs1 | -3 | .

The list continues:
Molecule | Pf apPOL inh | mHTT CaM bind
Cc1ccc(CNC(=O)CNc2ccccc2-c2nc3ccccc3[nH]c2=O)cc1 | -16 | -7
CC(C)COc1ccc(C(=O)Nc2ccc3oc(-c4ccncc4)nc3c2)cc1 | 1 | -2
O=C(CSc1nc2c(c(=O)n1-c1ccc(Cl)cc1)SCC2)N1CCCC1 | 3 | -9
COc1ccc(OC)c(NC(=O)c2c(NCc3cccs3)sc3c2CCC(C)C3)c1 (configuration not stated) | -17 | 66*
c1ccc(Cn2cc(-c3noc(C4CCCC4)n3)nn2)cc1 | -1 | -3
COc1ccc(Nc2nc(Nc3ccc(OC)cc3)nc(Sc3nncn3C)n2)cc1 | -6 | 47
CCc1cc(C2CCCN2C(=O)Nc2ccc3c(c2)OCO3)on1 (configuration not stated) | -4 | 5
C=CCn1c(-c2ccccc2)csc1=Nc1cccc([N+](=O)[O-])c1 | -2 | 4
CCCCCC(=O)N1C[C@@H](O)[C@H](n2cc(C3CC3)nn2)C[C@@H]1c1ccc(OC)cc1 | -3 | 26
CCN(CC)CC(O)COc1cc([N+](=O)[O-])ccc1N1CCCC1 (configuration not stated) | 0 | 10
CCNC(=O)c1nc(-c2ccc(Cl)cc2)n2c1CCCCC2 | 0 | 14
COc1cccc(C(=O)N2CC3CC(NC(=O)c4cccs4)C2C3)c1OC (configuration not stated) | -2 | -2
Cc1ccc(N(C(=O)c2ccco2)C(=O)N2CCCCC2)cc1 | 1 | -10
O=C(Nc1cccc(Cl)c1)N1CCCC1c1ccccc1F (configuration not stated) | -5 | -17
NC(=O)NN=Cc1cccs1 | 0 | .
Cc1ccc(S(=O)(=O)CCc2nnc(N)s2)cc1C | -2 | 1
COc1ccc(NC(=O)C2CCCCC2)c2ccccc12 | -3 | -13
Cc1ccc(Br)c(N2C(=O)Nc3cc(Cl)c(Cl)cc3N2O)c1 | -4 | 3
COC(=O)c1ccc2c(=O)n(Cc3ccccc3)c(N3CCSC3)nc2c1 | -2 | -29
COc1ccc(-c2nn(-c3ccccc3)cc2C(=O)Nc2ccc(F)cc2)cc1OC | 35 | 18
N#CC1=C(N)OC2=C(CC/C2=C\c2ccccc2)C1c1ccccc1 (configuration not stated) | 0 | 90*
O=C(/C=C/c1ccc(-c2ccc([N+](=O)[O-])cc2Cl)o1)c1ccco1 | -11 | 8
Cc1ccc([N+](=O)[O-])cc1Nc1c([N+](=O)[O-])c(=O)oc2ccccc12 | -15 | 18
COc1cc(NS(=O)(=O)c2ccc(Nc3ncc([N+](=O)[O-])cc3[N+](=O)[O-])cc2)nc(OC)n1 | -6 | 16
O=C1OC(c2ccc([N+](=O)[O-])cc2)=N/C1=C\c1ccccc1F | 6 | 5
O=C(CNS(=O)(=O)c1ccc(Br)s1)NCc1ccccn1 | -4 | -3
Cc1ccc(COc2ccc(C)nc2[N+](=O)[O-])cc1 | -11 | .
Cc1ccc(-n2nc3c(c2NC(=O)c2c(F)cccc2Cl)CS(=O)C3)cc1 (configuration not stated) | -1 | 3
CCCCC(=O)NC(c1ccccc1)c1cc(Cl)c2cccnc2c1O (configuration not stated) | 11 | 22
O=C(NCc1ccccc1)O[C@H]1[C@H](Cc2ccccc2)NS(=O)(=O)[C@H]2C[C@@H]3C=C[C@]12O3 | -2 | 19
Cc1cc(NC(=O)c2cccc(C(=O)Nc3cc(C)on3)n2)no1 | -15 | 2
Cc1cccc(NC(=O)Cn2ccc3sccc3c2=O)c1C | -3 | -7
CCc1ccc(-n2c(C)nc3cc(C(=O)NC(C)CC)ccc32)cc1 (configuration not stated) | -7 | 14
COc1ccc(C2(CNC(C)=O)CCOCC2)cc1OC | -15&0 | 8&-8
COC[C@H]1CCCN1c1ccc2c(c1)O[C@@H]1CCN(C1)S2(=O)=O | 1 | -1
CC(=NNc1c(Cl)cc(Cl)cc1Cl)c1c(O)cc(C)oc1=O | -4 | .
CC(C)C(NS(=O)(=O)c1cccs1)C(=O)Nc1ccc(Br)cc1 (configuration not stated) | 6 | -3
O=C(Nc1ccc2sccc2c1)c1ccc([N+](=O)[O-])s1 | 1 | 15
O=C(Nc1ccc2c(c1)OC1(CCCCC1)O2)C1CCC(=O)N1C(=O)C1CCCN1 (configuration not stated) | . | 9
CC(=O)Nc1cc2cc(NC(=O)c3c(-c4c(Cl)cccc4Cl)noc3C)ccc2oc1=O | -6 | .
CCc1onc(C)c1C1CCCN1Cc1ccccc1Cl (configuration not stated) | 2 | -70
CCCCN1CC(COCc2ccccc2)Oc2cccc(OCc3ccc(OC)cc3)c2S1(=O)=O (configuration not stated) | -1 | -13
CCOc1ccc(-c2ccc(=O)n(CCNC(=O)c3ccccn3)n2)cc1 | -26 | -10
COc1ccc(S(=O)(=O)CCC(=O)Nc2ccc(F)c(F)c2)cc1 | -3 | -6
O=[N+]([O-])c1c(C(F)(F)F)cc(-c2cc(C(F)(F)F)cc(C(F)(F)F)c2)cc1C(F)(F)F | 5 | .
NC(=O)CSc1oc(-c2cccs2)nc1S(=O)(=O)c1ccc(Br)cc1 | -8 | 18
O=C(Nc1ccc(Br)cc1Br)c1ccccc1F | -3 | -19
CCc1cccc(C)c1NC(=O)COC | 1 | 1
CC(C)C(=O)NCCc1csc(C2CCN(C(=O)c3ccco3)CC2)n1 | -2 | 7
COc1ccc(C(=O)N2CCC(n3c(-c4cccs4)nc4cccnc43)C2)cn1 (configuration not stated) | 1 | -3
CSc1nn2c(C)cc(C)nc2c1C#N | 0 | .
COc1cc(C=C2SC(=S)N(C(C(=O)O)C(C)C)C2=O)cc(OC)c1OC (configuration not stated) | -76 | 19
O=C(CCc1ccc(O)cc1)NN=CC=Cc1ccccc1 | -19 | .
Cc1ccccc1Oc1cc(N2CCN(C(=O)C(C)Cl)C(C)C2)ncn1 (configuration not stated) | -3 | 8
Cc1ccc(S(=O)(=O)N=C2SCCN2S(=O)(=O)c2ccc(C)cc2)cc1 | -8 | 0
CCc1nnc(NC(=O)CSc2nc3c(c(=O)n2-c2ccc([N+](=O)[O-])cc2)SCC3)s1 | 29 | 21
N#Cc1cc(C#N)c(SCC(=O)Nc2ccccc2Br)nc1N | 1 | 1
CCc1nnc(NC(=O)c2ccc(S(=O)(=O)N3CCc4ccccc4C3)cc2)o1 | -6 | 55*
C(=NNc1nccc(-c2cccnc2)n1)c1ccccc1 | 1 | .
COc1ccc(CC(=O)N2CCCC2c2nc(-c3ccc(C)cc3)no2)cc1Cl (configuration not stated) | -2 | 1

For reference, part of the list above:
Molecule | Pf apPOL inh | mHTT CaM bind
NC(=O)CSc1oc(-c2cccs2)nc1S(=O)(=O)c1ccc(Br)cc1 | -8 | 18
O=C(Nc1ccc(Br)cc1Br)c1ccccc1F | -3 | -19
CCc1cccc(C)c1NC(=O)COC | 1 | 1
CC(C)C(=O)NCCc1csc(C2CCN(C(=O)c3ccco3)CC2)n1 | -2 | 7

The listing continues:
The line under a structure holds: Pf apPOL inh	mHTT CaM bind
COc1cccc(CNC(=O)C2(C)CCCN(S(=O)(=O)c3ccc(C)cc3C)C2)c1 (configuration not stated)
  -3	0
Cc1c(NC(=O)CSc2nnnn2C)c(=O)n(-c2ccccc2)n1C
  -3	2
CCN1c2ccccc2C(=O)NC12CCN(C(=O)NCc1cccc(F)c1)CC2
  -9	-2
COc1ccc(N=C2C(=O)Nc3ccc([N+](=O)[O-])cc32)c([N+](=O)[O-])c1
  -2	13
CCNC(=O)N1CCCC1c1nc(-c2ccccc2OC)no1 (configuration not stated)
  -2	0
O=C(c1cc(C2CC2)[nH]n1)N1CCN(C2CCCCC2)CC1
  0	0
N#Cc1cc2c([nH]c1=S)CCCC2
  .	-4
Cc1ccc(NC(=O)c2ccc(Cn3cncn3)cc2)c(C)c1
  1	-2
O=C(Cc1cccc2ccccc12)NC1CC(O)C(CO)C1 (configuration not stated)
  -8	-2
COc1cc2ccccc2cc1C=CC(=O)c1ccco1
  -2	10
COc1ccc(-c2ccc(-c3nnc(-c4ccccc4C)o3)cc2)cc1
  0	3
O=C(O)CCC(=O)Nc1ccc(S(=O)(=O)N2CC(=O)NC(=O)C2)cc1
  1	-8
CCc1ccc(CNC(=O)CCC(=O)N2Cc3cccn3-c3ccccc32)cc1
  -4	-11
Cc1ccc(NC(=O)N2CCc3c(c(-c4nc(Cc5ccccc5)no4)nn3C)C2)c(C)c1
  -5	17
CC(=O)c1ccc(N2C(=O)Nc3cc(Cl)c(Cl)cc3N2O)cc1
  -6	2
N#CCSc1nc(-c2ccccc2)cc(-c2ccccc2)c1C#N
  .	-18
Cc1ccc(C2SCC(=O)N2c2ccc(C)c(Cl)c2)cc1 (configuration not stated)
  -1	-23
CC(=O)c1ccc(NC(=O)CSc2nc(CC(N)=O)cc(=O)[nH]2)cc1
  2	-11
COc1ccc(C2C(C(C)=O)=C(O)C(=O)N2CCCO)cc1 (configuration not stated)
  -10	-2
CCC(=O)N1CCc2cc(N3CC(C(=O)Nc4ccc(OC)cc4)CC3=O)ccc21 (configuration not stated)
  -4	17
O=C(Cn1cnc([N+](=O)[O-])n1)Nc1ccc(Cl)cc1Cl
  -1	5
CC1CCc2c(sc(NC(=O)c3ccco3)c2C(N)=O)C1 (configuration not stated)
  -5	6
COc1ccccc1NC(=O)CCN1CCC(C(N)=O)CC1
  7	2
COc1ccc(N(C)C(=O)c2coc(=O)c3ccccc23)c(OC)c1
  0	4
CCN(CC)Cc1c(O)ccc2c1OC(=Cc1ccccc1C)C2=O
  0	10
COc1cc(CN2CCc3nc(Nc4ccccc4)ncc3C2)ccc1OC(C)C
  -1	57*
CCc1[nH]nc2c1C(c1ccc(OC)c(OC)c1)C(C#N)=C(N)O2 (configuration not stated)
  -3	6
CCc1cc(C(=O)Nc2cccc(C#N)c2)nc2ccnn12
  4	-7
Cc1nn(-c2ccccc2)c(N)c1C(N)=S
  -14	.
CC1c2cccn2CCN1C(=O)Nc1ccc(F)cc1 (configuration not stated)
  -8	19

The last seven records of the section before lead into the next.
The line under a structure holds: Pf apPOL inh	mHTT CaM bind
COc1ccc(N(C)C(=O)c2coc(=O)c3ccccc23)c(OC)c1
  0	4
CCN(CC)Cc1c(O)ccc2c1OC(=Cc1ccccc1C)C2=O
  0	10
COc1cc(CN2CCc3nc(Nc4ccccc4)ncc3C2)ccc1OC(C)C
  -1	57*
CCc1[nH]nc2c1C(c1ccc(OC)c(OC)c1)C(C#N)=C(N)O2 (configuration not stated)
  -3	6
CCc1cc(C(=O)Nc2cccc(C#N)c2)nc2ccnn12
  4	-7
Cc1nn(-c2ccccc2)c(N)c1C(N)=S
  -14	.
CC1c2cccn2CCN1C(=O)Nc1ccc(F)cc1 (configuration not stated)
  -8	19
O=C(Nc1ccc(S(=O)(=O)Nc2ccc(F)cc2)cc1)c1ccccc1
  -8	-4
COc1ccc([N+](=O)[O-])cc1-c1ccc(C=C2C(=O)OC(C)(C(C)(C)C)OC2=O)o1 (configuration not stated)
  1	9
Cc1ccc(-c2nc(-c3ccc(C(=O)N4CCCCC4)s3)no2)cc1
  0	-6
CCNC(=O)c1c(NC(=O)c2ccccc2Cl)sc2c1CCCC2
  -12	-1
COC(=O)c1cnn2c3c(cnc12)CC(C)CC3 (configuration not stated)
  -2	-2
CCOC(=O)c1cccc(NC(=O)N2CCc3nc[nH]c3C2)c1
  -5	2
COc1ccc(CC(=O)Nc2ccc(I)cc2)cc1
  0	1
O=C(Nc1ccc2c(c1)OCCO2)N1Cc2ccccc2Oc2ncccc21
  -1	-1
Cc1cccc(NC(=O)Cc2nc(-c3ccccn3)n[nH]2)c1
  -12	99*
COc1ccc(C2CCCN2C(=O)Cc2c(F)cccc2Cl)cc1 (configuration not stated)
  -6	6
CNC(=O)N(O)C1N(C)C(=O)N(C(C)C)C1(C)C (configuration not stated)
  1	-2
C=CCN1[C@H](C)COc2cc(F)ccc2S1(=O)=O
  -6	-16
CCCCNS(=O)(=O)c1cc(-c2nn(C)c(=O)c3ccccc23)ccc1C
  -8	-1
O=C(c1ccc(-n2cccn2)nc1)N1CCSCC1
  -2	-4
O=C(OCC1CC(c2ccccc2)=NO1)c1ccc(Cl)cc1 (configuration not stated)
  -2	.
